L3MBTL1 inh: qHTS Assay for the Inhibitors of L3MBTL1 | Lethal(3)malignant brain tumor-like protein 1 (Homo sapiens), Q9Y468 | AlphaScreen L3MBTL1–H3K9me1 peptide binding | Potency, µM (top dose mostly 57.1 µM), for the others: at the top dose activity, negative = inhibition, usual class: inhibitors | actives 0.66% (n = 230,000) | AID 485360, 2010; also: nearly all actives have a fitted effect of over 60% in size
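First, the protein-peptide complex forms for 30 min at room temperature (L3MBTL1 50 nM, biotinylated H3K9me1 peptide 75 nM). Next, compounds are pin-transferred and incubated 30 min. Finally, AlphaScreen beads are added and read after 30 min.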
TR SRC2 fluor cs: Total Fluorescence Counterscreen for Inhibitors of the Interaction of Thyroid Hormone Receptor and Steroid Receptor Coregulator 2; Potency, µM (highest dose often 106 µM), for inactives: top-dose fluorescence change, negative = quenching; TRb/SRC2 Texas Red total fluorescence interference; AID 1479, 2009; actives 0.29% (n = 280,000); active = well fitted curve in either direction with a large enough effect
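Human TRb ligand-binding domain at 0.6 uM with 20 nM Texas Red SRC2 peptide in Tris buffer containing 1 uM T3 and 5% DMSO, incubated with compound 5 h at ambient temperature. Total fluorescence (555/632 nm) calculated as parallel + 2 × perpendicular.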
TRb SRC2 PPI: qHTS for Inhibitors of the Interaction of Thyroid Hormone Receptor and Steroid Receptor Coregulator 2; Thyroid hormone receptor beta (Homo sapiens), P10828; TRbeta-SRC2 peptide binding, fluorescence polarization; receptor liganded with 1 µM T3; Potency, µM (top dose mostly 106 µM), for the others: at the highest dose activity change, negative = inhibition, usual class: inhibitors; actives 0.065% (n = 280,000);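 also: plate controls were bound peptide for no effect and peptide without receptor for full effect; nearly all actives have a fitted effect of over 50% in size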
Target sequence (P10828 whole entry, looked up): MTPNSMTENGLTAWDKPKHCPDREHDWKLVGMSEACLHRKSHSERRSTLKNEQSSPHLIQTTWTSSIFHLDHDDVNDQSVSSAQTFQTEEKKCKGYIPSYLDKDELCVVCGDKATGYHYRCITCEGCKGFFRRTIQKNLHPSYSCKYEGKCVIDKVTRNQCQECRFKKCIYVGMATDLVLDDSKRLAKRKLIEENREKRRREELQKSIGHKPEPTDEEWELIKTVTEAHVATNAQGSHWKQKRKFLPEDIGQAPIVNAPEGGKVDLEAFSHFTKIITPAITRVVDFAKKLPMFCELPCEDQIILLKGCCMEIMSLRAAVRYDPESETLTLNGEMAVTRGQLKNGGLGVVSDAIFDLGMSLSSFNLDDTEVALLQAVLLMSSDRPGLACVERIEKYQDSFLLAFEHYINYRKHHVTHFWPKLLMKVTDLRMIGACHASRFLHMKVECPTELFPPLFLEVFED
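Fluorescence polarization of 20 nM Texas Red SRC2 peptide with 0.6 uM human TRb ligand-binding domain, in Tris buffer with 1uM T3 and 5% DMSO. Incubated 5 hr ambient; normalized to unbound and bound controls.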
Active calls of the source: *; nt = not tested or not shown; [ ] = dose if it differs, or a comment. Unless noted, calls follow the shape of the dose curve; as a rule, active = well fitted curve in the direction sought with a large enough effect; inconclusive = small, poorly fitted or top-dose-only effect, or another doubt; inactive = no such curve, though single readings can be large; an effect the other way counts as inactive or inconclusive. Unless noted, % is scaled to controls: 0 for no effect and ±100 for the full control effect; potency is read from the fitted curve at half-maximal effect.

| molecule | L3MBTL1 inh | TRb SRC2 PPI | TR SRC2 fluor cs |
| --- | --- | --- | --- |
| O=[N+]([O-])c1ccc(-[n+]2c(-c3ccccc3)cc(-c3ccccc3)cc2-c2ccccc2)cc1 | 1% | nt | nt |
| COC(=O)C1=C(c2ccc(OC(F)(F)F)cc2)C[C@@H]2CC[C@H]1N2C(=O)NC1CCCCC1 | 13% | nt | nt |
| COC(=O)C1=C(c2cccc(C#N)c2)C[C@@H]2CC[C@H]1N2C(=O)N1CCC(C)CC1 | 2% | nt | nt |
| C/C=C(\C)C(=O)N[C@@H](c1ccccc1)[C@@H](O)C(=O)O[C@H]1C[C@@]2(O)[C@@H](OC(=O)c3ccccc3)C3[C@](C)(C(=O)[C@H](OC(C)=O)C(=C1C)C2(C)C)[C@H](O)C[C@H]1OC[C@@]31OC(C)=O (stereo not given in full) | 38%[activator] | nt | nt |
| CCN(CC(=O)Nc1ccc(C#N)c(Cl)c1)CC(=O)NC1CCS(=O)(=O)C1 (stereo not given) | 3% | nt | nt |
| COC(=O)C1=C(c2cccc(OCc3ccccc3)c2)C[C@@H]2CC[C@H]1N2C(=O)NCc1ccccc1C(F)(F)F | -3% | nt | nt |
| CC(=O)Nc1ccc(OC(=O)N(C)c2ccc(C)cc2)cc1 | 3% | nt | nt |
| COC(=O)C1=C(c2cccc(OCc3ccccc3)c2)C[C@@H]2CC[C@H]1N2C(=O)NCc1ccc(OC)cc1 | -4% | nt | nt |
| O=C1NC(=O)C(=Cc2ccc(-c3ccc(Cl)cc3)o2)C(=O)N1 | 12% | nt | nt |
| CC(CC(C#N)(c1ccccc1)c1ccccc1)N(C)C (stereo not given) | -1% | nt | nt |
| CN1CCc2cc3c(c4c2C1Cc1ccccc1-4)OCO3 (stereo not given) | -25%[2.29 µM] | nt | nt |
| COC(=O)C1=C(c2cccc(C#N)c2)C[C@@H]2CC[C@H]1N2C(=O)NC(C)C | -2% | nt | nt |

Ordered by formula weight (highest first): some entries from above.
| molecule | L3MBTL1 inh | TRb SRC2 PPI | TR SRC2 fluor cs |
| --- | --- | --- | --- |
| C/C=C(\C)C(=O)N[C@@H](c1ccccc1)[C@@H](O)C(=O)O[C@H]1C[C@@]2(O)[C@@H](OC(=O)c3ccccc3)C3[C@](C)(C(=O)[C@H](OC(C)=O)C(=C1C)C2(C)C)[C@H](O)C[C@H]1OC[C@@]31OC(C)=O (stereo not given in full) | 38%[activator] | nt | nt |
| COC(=O)C1=C(c2cccc(OCc3ccccc3)c2)C[C@@H]2CC[C@H]1N2C(=O)NCc1ccccc1C(F)(F)F | -3% | nt | nt |
| COC(=O)C1=C(c2cccc(OCc3ccccc3)c2)C[C@@H]2CC[C@H]1N2C(=O)NCc1ccc(OC)cc1 | -4% | nt | nt |
| COC(=O)C1=C(c2ccc(OC(F)(F)F)cc2)C[C@@H]2CC[C@H]1N2C(=O)NC1CCCCC1 | 13% | nt | nt |
| O=[N+]([O-])c1ccc(-[n+]2c(-c3ccccc3)cc(-c3ccccc3)cc2-c2ccccc2)cc1 | 1% | nt | nt |
| CCN(CC(=O)Nc1ccc(C#N)c(Cl)c1)CC(=O)NC1CCS(=O)(=O)C1 (stereo not given) | 3% | nt | nt |
| COC(=O)C1=C(c2cccc(C#N)c2)C[C@@H]2CC[C@H]1N2C(=O)N1CCC(C)CC1 | 2% | nt | nt |
| COC(=O)C1=C(c2cccc(C#N)c2)C[C@@H]2CC[C@H]1N2C(=O)NC(C)C | -2% | nt | nt |
| O=C1NC(=O)C(=Cc2ccc(-c3ccc(Cl)cc3)o2)C(=O)N1 | 12% | nt | nt |
| CC(=O)Nc1ccc(OC(=O)N(C)c2ccc(C)cc2)cc1 | 3% | nt | nt |
| CC(CC(C#N)(c1ccccc1)c1ccccc1)N(C)C (stereo not given) | -1% | nt | nt |

(continued)
| molecule | L3MBTL1 inh | TRb SRC2 PPI | TR SRC2 fluor cs |
| --- | --- | --- | --- |
| CCCCCC(=O)N[C@@H](c1ccccc1)[C@@H](O)C(=O)O[C@H]1C[C@@]2(O)[C@@H](OC(=O)c3ccccc3)C3[C@](C)(C(=O)[C@H](O)C(=C1C)C2(C)C)[C@@H](OC1OCC(O)C(O)C1O)C[C@H]1OC[C@@]31OC(C)=O (stereo not given in full) | 41%[activator] | nt | nt |
| Cc1cccc(NC(=O)COC(=O)c2cc(C)n(C3CC3)c2C)c1 | -21% | nt | nt |
| CN(C)c1ccc(CCN2CCOCC2)cc1 | -3% | nt | nt |
| CCOC(=O)c1cccc(-[n+]2c(-c3ccccc3)cc(-c3ccccc3)cc2-c2ccccc2)c1 | -13% | nt | nt |
| O=C1CN(O)C(c2ccccc2)=c2cc(Cl)ccc2=N1 | -5% | 6% | 0% |
| O=C(NCNC(=O)NC1C(=O)NC(=O)N1CO)NC1C(=O)NC(=O)N1CO (stereo not given) | -3% | 6%[201 µM] | 0%[201 µM] |
| Nc1cnn(-c2ccccc2)c(=O)c1Cl | 6%[2.29 µM] | -1%[201 µM] | -2%[201 µM] |

A portion of the library; rates above refer to the full screens.
